# MBD2 inh: MBD2-methylated oligo binding inhibition; Q9UBB5; AID 686964; inhibition, % at 4.4 µM; TR-FRET, MBD2 binding to methylated oligonucleotide; actives 0.31% (n = 370,000); in the data active = inhibition above about 13%
# NPR1 activator: GC-A (human) enzyme activation; activation, % at 10 µM; P16066; AID 1671463; HEK293 GC-A cells, cGMP TR-FRET, EC30 ANP; 0% at EC30 ANP, 100% saturating ANP; actives 0.14% (n = 370,000); in the data active = activation above about 40%
# HTRA1 inh: HTRA1 (human) protease inhibition; Q92743; recombinant HTRA1, FP-rhodamine activity-based probe, fluorescence polarization; inhibition, % at 5.96 µM; actives 0.5% (n = 340,000); AID 504803; in the data active = inhibition above about 36%;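 also: 0% = enzyme with DMSO and 100% = wells lacking enzyme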
# TCR CD3 inh: human TCR-CD3 binding inhibition | inhibition, % at 9.4 µM | TAMRA-labeled TCR probe fluorescence, biochemical | actives 0.37% (n = 360,000); in the data active = inhibition above about 19%;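 also: recombinant mutant TCR 2C K166C tagged with TAMRA read by polarization; 0% = receptor in buffer alone and 100% = receptor with positive control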
# PRMT1 FP inh: blocks human protein arginine methyltransferase 1. actives 1.3% (n = 370,000). Q99873. inhibition, % at 2.79 µM. recombinant PRMT1, activity-based probe fluorescence polarization;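 active = inhibition above about 21% made by adding two undisclosed values, limit read from the data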
# UHRF1 MBD2 ctr: human UHRF1 methylated DNA binding inhibitors | actives 0.75% (n = 370,000) | inhibition, % at 4.4 µM | UHRF1 binding to methylated oligo, TR-FRET | Q96T88 | AID 687016; in the data active = inhibition above about 21%;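 also: UHRF1 SRA domain binding a hemimethylated CpG hairpin DNA probe; 0% = median of test compound wells and 100% = reference inhibitor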
# Target sequence (Q96T88 whole entry, looked up, the tested form may be a part): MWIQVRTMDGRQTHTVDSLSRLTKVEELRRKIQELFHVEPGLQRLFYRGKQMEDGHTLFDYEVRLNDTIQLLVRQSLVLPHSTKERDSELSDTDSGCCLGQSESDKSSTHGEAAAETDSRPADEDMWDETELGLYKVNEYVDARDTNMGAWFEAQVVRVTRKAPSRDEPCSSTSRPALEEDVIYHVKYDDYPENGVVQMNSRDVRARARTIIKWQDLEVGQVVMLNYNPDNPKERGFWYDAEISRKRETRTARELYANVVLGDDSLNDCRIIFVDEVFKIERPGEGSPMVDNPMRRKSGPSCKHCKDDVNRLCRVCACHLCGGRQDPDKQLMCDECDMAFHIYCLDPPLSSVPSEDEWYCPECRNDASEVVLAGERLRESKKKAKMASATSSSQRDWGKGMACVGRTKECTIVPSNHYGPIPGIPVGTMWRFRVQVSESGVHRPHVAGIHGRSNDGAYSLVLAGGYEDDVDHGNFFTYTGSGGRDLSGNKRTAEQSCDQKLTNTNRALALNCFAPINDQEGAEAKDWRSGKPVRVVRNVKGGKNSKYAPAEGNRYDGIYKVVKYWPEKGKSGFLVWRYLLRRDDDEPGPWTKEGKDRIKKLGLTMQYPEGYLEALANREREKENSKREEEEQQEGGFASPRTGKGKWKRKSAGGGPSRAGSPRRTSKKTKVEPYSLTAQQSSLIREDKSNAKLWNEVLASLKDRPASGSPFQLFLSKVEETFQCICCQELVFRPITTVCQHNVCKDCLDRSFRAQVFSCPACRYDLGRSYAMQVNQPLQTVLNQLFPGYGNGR
# ABHD4 inh: ABHD4 (mouse) inhibition, primary FP screen; AID 720543; purified mABHD4, FP-Rh probe fluorescence polarization; actives 0.54% (n = 370,000); inhibition, % at 8.92 µM;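 active = inhibition exceeding the mean over every tested compound plus 3 SD, cut at about 30% in these data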;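 also: 0% = plate median of compound wells and 100% = S159A mutant with DMSO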
# Target sequence (Q8VD66 whole entry, looked up): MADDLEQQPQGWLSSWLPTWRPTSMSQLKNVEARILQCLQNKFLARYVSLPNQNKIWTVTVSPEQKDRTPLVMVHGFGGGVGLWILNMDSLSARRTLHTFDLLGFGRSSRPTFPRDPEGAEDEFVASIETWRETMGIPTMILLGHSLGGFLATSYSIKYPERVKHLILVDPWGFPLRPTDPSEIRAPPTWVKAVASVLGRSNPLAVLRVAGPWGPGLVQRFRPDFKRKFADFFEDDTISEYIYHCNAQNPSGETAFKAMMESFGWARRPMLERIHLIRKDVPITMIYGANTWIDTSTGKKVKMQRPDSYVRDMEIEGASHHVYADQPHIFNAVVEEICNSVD
#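 Doses – 8.92 µM, single dose · Material – wild-type mouse ABHD4 protein · Replication – single well per compound (singlicate) · Measure – percent inhibition of probe binding, normalized to plate controls · Schedule – 45 min compound pre-incubation plus 60 min probe step, 25 °C · Detection – fluorescence polarization with parallel and perpendicular emission, 525/598 nm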
# rCAG binder: r(CAG) repeat RNA binding; inhibition, % at 3 µM; TO-PRO-1 dye displacement fluorescence; actives 1.3% (n = 370,000);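 active = inhibition above the plate cutoff, the mean of all test compounds on that plate plus 3 SD, cut at about 35% in these data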;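 also: 0% = DMSO alone and 100% = 100 µM mitoxantrone as full dye displacement; higher means more dye released from RNA so lower well fluorescence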
# SIAE inh: inhibitors of human sialic acid acetylesterase SIAE | inhibition, % at 9.66 µM | AID 1053197 | Q9HAT2 | actives 0.69% (n = 370,000) | SIAE FP-Rh probe binding, fluorescence polarization;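 active = inhibition above a cutoff: mean of compounds within the control limits plus 3 SD of those, cut at about 17% in these data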;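 also: 0% = plate median of compound wells and 100% = probe without SIAE protein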
# GC-B act: GC-B (human) receptor activation | activation, % at 10 µM | HEK293-GC-B cells, CNP EC30, cGMP TR-FRET; 0% at EC30 CNP, 100% saturating CNP | actives 0.11% (n = 370,000) | P20594;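 active = activation at 10 µM reaching about 35% in either raw or pattern-adjusted values, limit read from the data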
# Numbers without * were called inactive; nt = no result given. Some of the compounds tested; count on the stated rates, not on these rows.
SMILES,MBD2 inh,NPR1 activator,HTRA1 inh,TCR CD3 inh,PRMT1 FP inh,UHRF1 MBD2 ctr,ABHD4 inh,rCAG binder,SIAE inh,GC-B act
COc1ccc(C)cc1Nc1n[n+](-c2ccccc2)c(-c2ccc(C(=O)O)cc2)s1,5,-4,-3,-4,2,1,13,9,1,5
O=C(OCc1cn([C@H]2CN(CC3CCCCC3)[C@@H](c3ccc(Cl)cc3)C[C@@H]2O)nn1)c1ccccc1,-7,-19,-104,-4,3,1,3,5,-7,-10
CCCCNC(=O)c1nc(C2CCN(S(=O)(=O)c3ccc(F)c(F)c3)CC2)oc1-c1ccccc1,-6,-2,nt,2,-6,0,-4,0,-3,-1
O=[N+]([O-])c1cc2c(cc1CN1CCN(CCOCCO)CC1)OCO2,-6,-2,-10,4,-1,-6,0,2,6,1
CCOC(=O)c1c(NC(=O)CSc2nnc(-c3ccccc3)o2)sc(C(C)=O)c1C,0,-4,-4,-3,-1,0,-3,4,4,-8
CC(C)C(OC(=O)CN1C(=O)c2ccccc2C1=O)C(=O)NC1CCCCC1 (stereo unspecified),2,1,4,-5,2,-1,1,-4,2,3
Cc1cc(C(=O)NCc2ccco2)sc1C,-1,2,5,2,-4,0,-3,2,1,-2
NC(=O)c1cc(-c2ccccc2)sc1NC(=O)Cc1ccc(S(=O)(=O)N2CCOCC2)s1,-3,-2,-19,-2,0,-3,2,26,0,4
O=C(Nc1ccccc1)c1cc(C2COCCN2C(=O)C2CC2)on1 (stereo unspecified),5,3,nt,-5,0,2,4,-2,-1,-1
Cc1nn(-c2ccccc2)nc1C(N)=O,5,11,-4,-7,6,6,-16,-3,-2,-6
COc1cc(S(=O)(=O)Nc2cccnc2)ccc1F,0,0,3,-4,-2,-1,1,-2,1,1
Cc1ccc2oc(C(=O)NCc3ccc(S(N)(=O)=O)cc3)cc(=O)c2c1,-4,2,6,-3,0,-1,2,2,-4,-6
Cc1nc(C(N)=O)nc2ccccc12,-4,1,-5,-1,3,1,-5,0,2,6
Cc1ccc(C(=O)N2CCN(C/C=C/c3ccccc3)CC2)cc1S(=O)(=O)N1CCOCC1,-1,-2,1,5,-8,0,4,-1,-8,4
O=C(N/N=C/c1c(O)ccc2ccccc12)c1[nH]ncc1Br,-3,-5,33,11,0,-2,17,24,19*,-5
CSc1nc(-c2ccc(Cl)cc2)c(C#N)c(=O)[nH]1,3,2,-7,0,4,2,-12,9,3,-3
O=C(NCCCn1ccnc1)c1nn2c(C(F)(F)F)cc(-c3ccc(Br)cc3)nc2c1Cl,1,22,1,-5,2,4,3,-2,-10,15
CCOC(=O)c1c(C)[nH]c(C)c1C(=O)CSc1nnc(-c2ccncc2)n1Cc1ccccc1,-1,0,5,2,-1,2,-2,1,-2,1
Cc1cccc2cc3c(NC(=O)c4ccccn4)nn(C)c3nc12,0,2,-10,-5,2,2,-5,4,3,-14
O=C(NCc1ccccc1)c1cccc(COc2ccccc2Cl)c1,-2,7,-61,-3,-1,-2,-39,-2,-19,4
Nc1ccc(NC(=O)c2cccs2)cc1,4,-2,-7,1,-1,4,-8,0,0,1
Cc1ccc(NC(=O)/C(Cl)=C\c2ccccc2)cc1,4,7,-21,-1,6,0,-8,1,0,10
Cc1ccc(C2CC(=O)C=C(NCC(C)C)C2)cc1 (stereo unspecified),-2,-2,6,10,-2,0,-1,-5,4,1
CC(NC(=O)C1CCC(CNC(=O)[C@@H]2Cc3ccccc3CN2)CC1)c1ccccc1 (stereo partly specified),-2,1,2,6,-5,-1,0,-7,-6,0
CONC(=O)c1cc(OCC(F)(F)F)ccc1OCC(F)(F)F,8,-1,5,6,0,-2,5,-1,-4,1
CCN(C[C@H]1N[C@@](CC)(C(=O)OC)[C@H]2C(=O)N(C)C(=O)[C@@H]12)C(=O)c1ccc(F)cc1,-3,3,18,9,1,-1,8,1,-3,3
COc1ccc(OC)c(/C=C/c2[nH]c(=O)[nH]c(=O)c2[N+](=O)[O-])c1,0,0,-5,-4,-1,0,3,16,-5,-3
O=S(=O)(c1ccc2c(c1)CCCN2)N1CCCCC1,7,0,3,0,5,1,2,4,9,1
CC(=O)c1ccc(NC(=O)CN2c3cccc4cccc(c34)S2(=O)=O)cc1,0,-5,-13,3,1,2,1,9,-7,-3
CC(=O)Nc1ccc(OCC(O)CNC(C)C)cc1 (stereo unspecified),2,5,-1,-6,2,0,-5,0,3,1
Fc1ccc(N2CCN(c3nc(-c4ccco4)cc(C(F)(F)F)n3)CC2)cc1,-8,-4,-5,4,0,-1,-5,1,0,1
CCOC(=O)c1nn(-c2ccccc2)c(=O)c(C#N)c1C,-1,1,2,4,1,-1,-1,-5,-2,5
CN1CCCN(C(=O)c2c(F)cccc2Cl)CC1,-1,1,1,2,-3,1,0,-2,4,2
CCc1ccc(NC(=O)C2CCN(S(=O)(=O)c3ccc4c(c3)NC(=O)C(C)S4)CC2)cc1 (stereo unspecified),2,-13,-38,1,-1,0,-29,7,4,-6
CCOC(=O)C(=CNc1ccc(OC)cc1[N+](=O)[O-])C(=O)OCC,-2,1,-3,-9,2,3,-3,-5,-6,5
CC/C(=N/NC(=O)c1ccc(Br)cc1)c1ccc(OCCN2CCOCC2)cc1,0,2,6,2,0,4,1,-2,-3,2
O=C1[C@H]2[C@@H](c3ccccc3)N[C@]3(CCCN(CC4CCCCC4)C3=O)[C@H]2C(=O)N1Cc1ccccc1,-7,1,-38,0,-1,3,-6,-1,-1,2
Cc1ccccc1C(=O)N1CCC(C(=O)Nc2cccc(S(=O)(=O)N3CCCCC3)c2)CC1,-3,-2,0,2,-3,-1,-2,0,7,1
O=C(Nc1cc(C(=O)N2CCOCC2)ccc1N1CCCC1)c1cccs1,2,-1,3,-5,4,9,-9,0,8,4
COc1cccc(Nc2nc(C(N)Cc3ccccc3)cs2)n1 (stereo unspecified),-8,-24,nt,1,0,-1,15,15,5,-22
CCNc1nn2ccccc2c1/C=C(\C#N)C(=O)OCC,-5,21,-2,6,2,-3,4,-4,-8,5
CCOC(=O)C(C)n1cnc2sc3c(c2c1=O)CCC3 (stereo unspecified),2,-1,3,3,3,0,6,8,-2,3
Cc1cn([C@H]2C[C@H](O)[C@@H](/C=C/C(=O)NCc3ccc(N(C)C)cc3)O2)c(=O)[nH]c1=O,3,-5,nt,2,0,-3,2,3,3,-5
CC(=O)c1ccc(N2CCN(C(=O)C3CCC3)CC2)cc1,0,-5,-3,-5,-1,-4,3,-5,11,-3
COc1ccc(C(C[N+](=O)[O-])c2c(C)[nH]c3ccccc23)cc1OC (stereo unspecified),-2,-4,0,4,-2,-2,-5,4,11,-3
Cc1cccc(OCCCC(=O)NCCc2ccccc2)c1,4,-1,3,2,-3,-1,-4,-9,9,3
Cc1ccc(NC(=O)c2nccnc2C(=O)O)cc1C,-1,11,8,-2,2,1,7,0,-1,-4
CCC(=O)NCc1csc(-c2cccs2)n1,-2,7,7,3,-1,0,-6,-1,-3,1
CCN(CC)C(=O)Cc1cn(C)c2ccccc12,2,1,10,-7,0,2,0,0,4,4
Cc1cccc(NC(=O)CSc2nc(=O)n(CCCN3CCOCC3)c3c2CCCC3)c1C,0,-2,4,2,3,2,-1,4,-3,5
O=C(c1ccc(C(F)(F)F)cc1)N1CCC(=O)N([C@H](COCc2ccc(C(F)(F)F)cc2)Cc2ccccc2)CC1,0,0,nt,0,0,-2,-25,4,-2,-4
CCS(=O)(=O)NCc1cn2ccsc2n1,1,-2,3,-5,7,-1,6,3,-2,-1
CC1CC(C)CN(c2ncnc3c2cnn3C)C1 (stereo unspecified),0,3,2,10,-2,2,1,-2,-5,2
NCC12CC3CC(C1)CC(c1ccc(Br)cc1)(C3)C2,2,-61,-4,2,-3,-2,28,16,-2,-15
C=CC[C@]12C[C@@]3(O[C@H](c4ccc(C(F)(F)F)cc4)N=C3C[C@H](c3ccc(OC)cc3)[C@H]1C)N(C1CCN(Cc3ccccc3)CC1)C2=O,1,0,nt,3,-2,0,1,5,-3,10
Cc1ccc(S(=O)(=O)CCC(=O)OCC(=O)Nc2cc(F)ccc2C)cc1,1,-2,24,-6,0,1,-4,-6,-5,-2
CCC[C@H]1[C@@H](NC(=O)c2cccc(N(C)C)c2)CC[C@@]23CCCN2C(=O)CCC[C@@H]13,1,-1,nt,nt,-1,-2,4,nt,4,-2
CCOC(=O)C(=CNc1cccc(C)c1C)C(=O)OCC,-4,3,-9,4,-2,3,-5,-6,-1,4
O=C(COc1ccccc1F)NNC(=O)c1ccc(N2CCCCC2)c([N+](=O)[O-])c1,-6,-2,-4,-5,2,-5,2,6,1,0
C=CCn1c(=O)/c(=C/c2ccc(Cl)cc2)s/c1=C(\C#N)c1nnc2n1CCCCC2,8,-6,-3,4,4,11,3,3,-2,-10

# Record cards, from the list above. Values in the order: MBD2 inh | NPR1 activator | HTRA1 inh | TCR CD3 inh | PRMT1 FP inh | UHRF1 MBD2 ctr | ABHD4 inh | rCAG binder | SIAE inh | GC-B act
# `Cc1cccc(NC(=O)CSc2nc(=O)n(CCCN3CCOCC3)c3c2CCCC3)c1C` in the list: 0 | -2 | 4 | 2 | 3 | 2 | -1 | 4 | -3 | 5
# `Cc1cccc(OCCCC(=O)NCCc2ccccc2)c1` in the list: 4 | -1 | 3 | 2 | -3 | -1 | -4 | -9 | 9 | 3
# `Cc1ccc(NC(=O)c2nccnc2C(=O)O)cc1C` in the list: -1 | 11 | 8 | -2 | 2 | 1 | 7 | 0 | -1 | -4
# `O=C(COc1ccccc1F)NNC(=O)c1ccc(N2CCCCC2)c([N+](=O)[O-])c1` in the list: -6 | -2 | -4 | -5 | 2 | -5 | 2 | 6 | 1 | 0
# `COc1ccc(C(C[N+](=O)[O-])c2c(C)[nH]c3ccccc23)cc1OC` (stereo unspecified) in the list: -2 | -4 | 0 | 4 | -2 | -2 | -5 | 4 | 11 | -3

# Looked up above.
# Value of Cc1cccc(OCCCC(=O)NCCc2ccccc2)c1 in GC-B act: 3
# Value of Cc1cn([C@H]2C[C@H](O)[C@@H](/C=C/C(=O)NCc3ccc(N(C)C)cc3)O2)c(=O)[nH]c1=O in rCAG binder: 3

# Next records follow:
SMILES,MBD2 inh,NPR1 activator,HTRA1 inh,TCR CD3 inh,PRMT1 FP inh,UHRF1 MBD2 ctr,ABHD4 inh,rCAG binder,SIAE inh,GC-B act
CC(=O)N(CCS(=O)(=O)c1ccc(Cl)cc1)Cc1cccs1,3,-1,2,3,1,15,8,-7,0,-5
CN(C)S(=O)(=O)c1ccc2c(c1)/C(=C/c1cc3c([nH]1)CCCC3)C(=O)N2,0,-12,7,3,-6,-1,2,11,-64,-11
C1CCC(NC2=NCCO2)CC1,0,-1,5,4,-2,-2,-4,3,-6,1
CCCCNC(=O)c1cc(-c2ccc(F)cc2)on1,-4,17,1,4,-1,-3,-2,-2,-4,-15
CC(=C/c1ccccc1)/C=N/n1c(-c2ccncc2)n[nH]c1=S,-2,2,-4,10,19,-1,7,10,1,-2
CC(C)c1nnc(NC(=O)CSc2nc3ccccc3[nH]2)s1,2,0,-1,-2,0,-1,-2,3,-1,-1
CC(OC(=O)Nc1ccccc1)C(=O)OC1CCCCC1 (stereo unspecified),-1,4,-4,-9,5,3,-5,-2,-1,-1
Clc1ccc(OCc2nnc(-c3ccccc3Br)o2)cc1,-3,5,-25,-1,-2,-3,-15,3,-3,1
CC(=O)c1cccc(NC(=O)COc2ccc(S(=O)(=O)N3CCOCC3)cc2)c1,0,0,-2,0,1,-1,2,-6,1,-2
CCSC1C(=O)N(C)C(SCC)C(=O)N1C (stereo unspecified),4,-6,12,-2,3,5,-3,1,-3,3
CN(CC(=O)Nc1ccc(Cl)c(Cl)c1)C(=O)CNC(=O)Cc1ccccc1,2,-5,-13,-7,8,6,-17,3,9,4
